PV pol inh – poliovirus RdRp elongation inhibitors, primary screen, biochemical, fluorescence polarization, total intensity. poliovirus polymerase elongation; stronger effect = lower value. % elongation, % (compound at 16.7 µg/mL). hit rate 0.66% among 150,000; in the data active means % elongation below about 90%; further: some results filed as inactive read as strong as hits
Target sequence (P03300 1749-2209 limits assumed): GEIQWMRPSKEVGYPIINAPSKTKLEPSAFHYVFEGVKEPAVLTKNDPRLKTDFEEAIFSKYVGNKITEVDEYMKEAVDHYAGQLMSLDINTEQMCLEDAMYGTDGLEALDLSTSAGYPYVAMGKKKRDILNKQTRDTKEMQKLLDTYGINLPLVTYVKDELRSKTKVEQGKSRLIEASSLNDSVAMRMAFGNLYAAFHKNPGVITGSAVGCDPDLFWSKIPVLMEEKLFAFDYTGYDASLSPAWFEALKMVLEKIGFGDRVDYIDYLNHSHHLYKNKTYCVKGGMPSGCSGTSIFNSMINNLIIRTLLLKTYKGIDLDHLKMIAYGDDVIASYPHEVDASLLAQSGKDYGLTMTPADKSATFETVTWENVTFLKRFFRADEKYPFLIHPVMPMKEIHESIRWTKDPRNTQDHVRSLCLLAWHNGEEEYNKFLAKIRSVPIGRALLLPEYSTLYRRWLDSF
PV pol inh FP z-score – further read-out of PV pol inh, marked with its call; z-score; measured here: FP z-score; hits read low
Starred values were filed as active, the others as inactive.

Fields – PV pol inh, PV pol inh FP z-score
CCOC(=O)C1=C(N)Oc2c(C)cc(Cl)cc2C1C(C#N)C(=O)OCC (configuration not stated)
 : 103, 0
Cc1ccc(S(C)(=O)=NS(=O)(=O)c2sc3ccc(Cl)cc3c2C)cc1 (configuration not stated)
 : 105, 0.2
C=CC[N+](C)(C)CC#Cc1ccccc1
 : 98, -0.8
O=C(OCc1nnc(-c2ccc(Cl)cc2)o1)c1ccc2c(c1)C(=O)N(Cc1ccco1)C2=O
 : 104, 0.3
COc1ccc(CN(C)C(=O)CSc2ccccc2)cc1
 : 102, 0.1
CCn1cc(CCC(=O)NC(C)C)c2ccccc21
 : 102, 0.1
CC1CCCCN1c1ccc(C(F)(F)F)cn1 (configuration not stated)
 : 100, -1.1
CN1C(=O)c2ccc(NC(=O)c3c(F)c(F)c(F)c(F)c3F)cc2C1=O
 : 103, 0.7
Cc1ccc(S(=O)(=O)/N=C(\Nc2cc(C)on2)c2ccccc2)cc1
 : 102, 0.1
COc1ccc2sc(N(CCN(C)C)C(C)=O)nc2c1
 : 102, -0.1
O=C(NCc1ccc(Cl)cc1)c1cc2c(Cl)nc3ccccc3c2s1
 : 103, 0.5
COc1ccccc1CN1CCCC(C(=O)N(C)Cc2ccccc2)C1 (configuration not stated)
 : 102, 0
COc1cc2ccccc2cc1C(=O)Nc1ccc(Cl)c(-c2nc3ccccc3o2)c1
 : 102, -0.1
Cc1cc(C)c2c(=O)cc(C(=O)Nc3sc4c(c3C(=O)NCC3CCCO3)CCCC4)oc2c1 (configuration not stated)
 : 105, -0.5
O=C(Cn1c(C(=O)O)cc2ccccc21)c1ccccc1
 : 102, 0.2
CCC1CCCN1Cn1cnc2c([nH]c3ccccc32)c1=O (configuration not stated)
 : 104, 0.5
N/C(=N\O)C(=O)Nc1ccccc1
 : 104, 0.1
Cc1cccc(NC(=O)c2ccc3oc(=O)c(S(=O)(=O)c4ccc(F)cc4)cc3c2)c1C
 : 112, 1.5
CC(C1CC1)N1C(=O)C2C(C1=O)C1C=CC2C12CC2 (configuration not stated)
 : 101, -0.2
N#Cc1ccc(COC(=O)Cn2ccc(=O)[nH]c2=O)cc1
 : 100, -0.5
O=c1[nH]nc(-c2ncc[nH]2)c2ccccc12
 : 105, 0.3
CN1CCN(c2nc(-c3cccs3)cc(C(F)(F)F)n2)CC1
 : 102, 1.1
Cc1noc(C)c1CSc1ncccc1C(=O)Nc1sc2c(c1C#N)CCC(C)C2 (configuration not stated)
 : 102, 0
Nc1c(C(=O)Nc2ccccc2Cl)c2ccccn2c1C(=O)c1ccc(Cl)cc1
 : 105, -0.3
Cc1ccc(/C(O)=C/c2nc3ccccc3[nH]2)cc1
 : 91, -1.2
Cc1c(Cl)cccc1NC(=O)CSc1nc(=O)[nH]c2c1CCC2
 : 103, -0.9
CC1CCCC(NC(=O)Cn2ncc(Cl)c(Cl)c2=O)C1C (configuration not stated)
 : 100, -0.3
CCN(CCC#N)c1ccccc1
 : 100, 0
CC(C)(C)c1ccc(OCc2cc(=O)n3c4c(sc3n2)CCCC4)cc1
 : 109, 0.4
CCOC(=O)c1cccc(NC(=O)CSc2cc(=O)n(C)c3ccccc23)c1
 : 107, 0.5

Single records, as listed above. Order of values: PV pol inh, PV pol inh FP z-score
`O=C(NCc1ccc(Cl)cc1)c1cc2c(Cl)nc3ccccc3c2s1` is listed as 103, 0.5
`Cc1cccc(NC(=O)c2ccc3oc(=O)c(S(=O)(=O)c4ccc(F)cc4)cc3c2)c1C` is listed as 112, 1.5
`CCn1cc(CCC(=O)NC(C)C)c2ccccc21` is listed as 102, 0.1
`Cc1c(Cl)cccc1NC(=O)CSc1nc(=O)[nH]c2c1CCC2` is listed as 103, -0.9
`Cc1ccc(S(C)(=O)=NS(=O)(=O)c2sc3ccc(Cl)cc3c2C)cc1` (configuration not stated) is listed as 105, 0.2

Remaining list, next part:
Fields – PV pol inh, PV pol inh FP z-score
CCN(CC)S(=O)(=O)c1ccc2c(c1)c(=O)c(C(=O)NCCc1ccc(OC)c(OC)c1)cn2C
 : 104, 0
Cc1cc(N2CCN(C)CC2)nc2ccc(NC(=O)Nc3ccc(F)cc3F)cc12
 : 104, 0
COc1ccc(C(=O)NCC23C=CC(O2)C2C(=O)N(c4ccccc4C)C(=O)C23)cc1 (configuration not stated)
 : 103, 0.2
CCc1ccc(N2CN(Cc3ccccc3)CNC2=S)cc1
 : 104, 0.7
Cc1ccc(-n2nc(C)c(C(=O)O)c2-n2cccc2)cc1
 : 109, 0.8
CCOC(=O)c1ccc(NC(=O)C2CC(=O)NC(Nc3nc4ccccc4s3)=N2)cc1 (configuration not stated)
 : 102, 0.1
CCCn1nc(NC(=O)CCC(=O)O)c2cc3cccc(C)c3nc21
 : 104, 0.9
COC(=O)c1cc2c(ccn2-c2ccc(F)cc2)n1CC1CCCCC1
 : 101, -0.2
Cc1ccc(O)c(NC(=O)c2cccs2)c1
 : 99, -0.7
CCc1cc(=O)n2[nH]c(C)c(-c3ccccc3OC)c2n1
 : 106, 0.3
CC1Nc2ccccc2C(=O)N1NC(=O)c1ccc(Br)cc1 (configuration not stated)
 : 108, 0.7
O=C1NC(=O)C2C1C(c1ccccc1)N1C3C(=O)NC(=O)C3C(c3ccccc3)N21 (configuration not stated)
 : 99, -0.6
CCCn1c(-c2ccc(F)cc2)n[nH]c1=O
 : 104, 0
COc1ccc(Cn2c(CCC(=O)Nc3ccc(Br)c(C)c3)nc3cccnc32)cc1
 : 105, 0.2
Cc1cc(C)c2c(=O)cc(CSc3nnc(COc4ccccc4C)n3C)[nH]c2c1
 : 109, 0.7
Cc1occc(=O)c1OC(=O)c1cccs1
 : 101, 0
Cc1cc(=O)n2[nH]c(NCc3ccccc3)nc2n1
 : 95, -1.7
CC1(C)CC(=O)c2c([nH]c(-c3ccccc3)c2-c2ccccc2)C1
 : 103, 0
CCN(CC)c1ccc(NC(=O)C2c3ccccc3Oc3ccccc32)cc1
 : 104, 0.8
O=C(OCc1ccco1)c1ccc(-c2ccc(Cl)cc2)s1
 : 112, 1.6
Cc1cccc(NC(=O)c2ccco2)n1
 : 103, -0.3
CC1CCN(C(=O)c2ccc3c(Cl)c4c(nc3c2)CCCC4)CC1
 : 102, -0.1
COc1ccc(-c2noc(-c3ccc(NCc4ccco4)c([N+](=O)[O-])c3)n2)cc1OC
 : 110, 0.5
Cc1cc(C)c(Cn2c(C)c(CNCCCc3ccccc3)c(C(=O)O)c2C)c(C)c1
 : 106, -0.3
O=C(CSc1nnc(SCc2ccc(Cl)cc2)s1)N1CCc2ccccc2C1
 : 101, -0.2
Cc1ccc(NS(=O)(=O)c2cc3[nH]c(=O)c(=O)[nH]c3cc2C)cc1Cl
 : 100, -1.4
Cc1cc(C(=O)OCc2cc(Cl)cc3c2OCOC3)c(C)o1
 : 107, 0.4
COc1cccc(C(=O)Nc2c(C(=O)NC(C)(C)C)oc3ccccc23)c1
 : 108, 0.5
CCOC(=O)c1ccccc1NC(=O)Cn1nnc2sc3c(c2c1=O)CCCC3
 : 103, -0.6
CC(Sc1nc2ccc(C(=O)c3ccccc3)cc2[nH]1)C(=O)O (configuration not stated)
 : 103, 0.3

Random excerpt: 2 compounds from above, in no set order.
Fields – PV pol inh, PV pol inh FP z-score
CC1CCCC(NC(=O)Cn2ncc(Cl)c(Cl)c2=O)C1C (configuration not stated)
 : 100, -0.3
CCOC(=O)c1cccc(NC(=O)CSc2cc(=O)n(C)c3ccccc23)c1
 : 107, 0.5

(list continues)
Fields – PV pol inh, PV pol inh FP z-score
c1csc(-c2nc(NCCCN3CCOCC3)c3ccccc3n2)c1
 : 96, -1.2
CCC(CC)C(=O)N1c2ccccc2Sc2ccccc21
 : 100, -0.4
CCN1CCN(CCC(=O)Nc2ccc(C)cc2)CC1
 : 100, -0.1
CC1=C(C#N)C2C(/C1=N/O)C2(C)C (configuration not stated)
 : 97, -1.3
Cc1ccc(C(=O)Nc2ccc3oc(-c4ccncc4)nc3c2)c(Cl)c1
 : 108, 1.1
C/C(=N/NC(=O)CC1=NNC(=O)C1)c1ccc(Br)cc1
 : 98, -0.5
C/C(N)=C(/C#N)C(=O)CSc1nc2ccc(Br)cc2c(=O)n1Cc1ccco1
 : 104, 0.9
CCOC(=O)c1c(C)[nH]c(C)c1C(=O)COc1cc(C)nc(C(C)C)n1
 : 107, 0.8
CCC(C)NC(=O)c1cc(-c2ccccc2O)no1 (configuration not stated)
 : 103, -0.5
O=C1COc2ccc(-c3cc(-c4ccc(F)cc4)c4c(n3)-c3ccccc3OC4)cc2N1
 : 106, 0.3
O=C(COC(=O)c1n[nH]c(=O)c2ccccc12)NC1CCCCCC1
 : 113, 0.6
CCOC(=O)c1oc2ccccc2c1CSc1nc2ccccc2c(=O)n1CC1CCCO1 (configuration not stated)
 : 109, 0.9
CC1CCCN(c2ncnc3c2nc2n3CCCCC2)C1 (configuration not stated)
 : 106, 0
O=C(Nc1c[nH]c2ccccc12)N1CCOCC1
 : 104, 0.2
CCOC(=O)C1=C(C(C)C)NC(=O)NC1c1ccc(F)cc1 (configuration not stated)
 : 103, 0.5
CCC(=O)c1cc2cc(Cl)cc(Cl)c2oc1=O
 : 101, 0.4
O=C(CCc1cn(Cc2ccc(F)cc2)c2ccccc12)NC1CCCc2ccccc21 (configuration not stated)
 : 105, 0.4
S=C(NCc1ccccc1)NC1CC1
 : 101, 0.1
CC(C)N1C(=O)CC(Nc2cccc3cccc(N)c23)C1=O (configuration not stated)
 : 101, -0.2
CCn1c(O)c(N=NC(=O)c2ccc(C)nc2)c2ccccc21
 : 102, 0
Cc1cccc(NC(=O)Cn2c(CNC(=O)c3ccccc3)nc3ccccc32)c1
 : 102, 0.5
CC(=O)Nc1c(N)c2ccccc2oc1=O
 : 105, 0.6
Cc1c(CCC(=O)N2CCOCC2)c(=O)oc2c(C)c(O)ccc12
 : 104, 1.5
COc1cccc(NC(=O)Cn2nnc(C(=O)NCc3cccs3)c2N)c1
 : 99, -0.7
O=C1N(CCOc2ccccc2)c2ccccc2C12OCCCO2
 : 103, 0.5
CC1(C)CC2CC(C)(CN2C(=O)CSc2nnnn2-c2ccccc2)C1 (configuration not stated)
 : 100, -0.1
COc1ccc(NC(=O)c2oc3ccc(S(=O)(=O)N4CCCCC4)cc3c2C)cc1
 : 110, 0.2
O=C(Cn1c(=O)oc2cc(S(=O)(=O)N3CCCCC3)ccc21)Nc1cccc(Cl)c1
 : 103, -0.5
CCOC(=O)C(C)NC(=O)c1c2c(nc3ccccc13)C(=O)N(C1CCCCC1)C2 (configuration not stated)
 : 111, 0.5
c1coc(CNCC2OCCc3ccccc32)c1 (configuration not stated)
 : 104, 0.8
CCOc1ccc(NC(=O)c2cc3ccccc3o2)cc1OCC
 : 103, 1.8
Cc1ccc(Cl)cc1N1CCN(CC(=O)Nc2ccc3[nH]c(=O)[nH]c3c2)CC1
 : 104, 0.5
CCOC(=O)c1c(-c2cccs2)csc1NC(=O)COC(=O)c1cc2c(s1)CCC2
 : 102, 0.1
CCSc1nnc(C2CCCN(CC(=O)NC3CCCCC3C)C2)n1CC (configuration not stated)
 : 102, 0.2
c1cc2c3c(cccc3c1)C(N1CCCCCC1)=N2
 : 94, -1.1
Cc1ccc(-n2c(SC(C)C(=O)NC(N)=O)nc3ccccc32)cc1 (configuration not stated)
 : 103, 0
Cc1ccn2cc(C(=O)N3CCCN(S(=O)(=O)c4ccc(F)cc4)CC3)nc2c1
 : 97, -0.4
CC(C)(C)NC(=O)c1ccccc1
 : 100, -0.3
Cc1ccc(SCC(=O)NC2(C#N)CCCCC2)c(C)c1
 : 104, 0.3
O=C(OCC(=O)N1CCC(Cc2ccccc2)CC1)C1CCC1
 : 99, -0.7
Cc1nc2ccccc2c(=O)n1-c1ccc(NS(C)(=O)=O)cc1
 : 103, 0.4
COc1cc(Cl)c(C)cc1-n1ccnc(NCCCOC(C)C)c1=O
 : 101, 0.3
COc1cc2c(cc1OC)CN(C(=O)Cc1cccs1)CC2
 : 102, -0.2
O=c1c2ccccc2n2c(-c3ccsc3)nnc2n1Cc1ccccc1
 : 104, 0.3
COc1ccc(/C=C2\CCC/C(=C\C=N\N(C)C)C2=O)cc1
 : 168, 5.7
CCCN1C(=O)CC(=O)N=C1SCC(=O)Nc1ccccc1F
 : 103, 0.1
COc1cccc(OC(=O)c2ccc(Cl)cc2Cl)c1
 : 103, 0.1
N#Cc1ccc[nH]c1=S
 : 114, 1.6
CC1(C)C2CC=C(/C=N/NC(=O)C3CC3)C1C2 (configuration not stated)
 : 103, -0.1
COc1cc(-c2ccc(N=Nc3ccc4c(S(=O)(=O)O)cc(S(=O)(=O)O)c(N)c4c3O)c(OC)c2)ccc1N=Nc1ccc2c(S(=O)(=O)O)cc(S(=O)(=O)O)c(N)c2c1O
 : 98, -0.2
CCc1ccc(C2CC(=O)NC(NC(=O)c3ccccc3)=N2)cc1 (configuration not stated)
 : 101, -0.3
O=C(COc1ccccc1)Oc1ccccc1
 : 101, 0.2
O=C(NCCN1CCCc2ccccc21)Nc1cccc2c1CCCC2
 : 102, 0.3
Cc1ccccc1N(Cc1nnc2n1CCCCC2)C(=O)Nc1ccc(F)cc1
 : 106, 0.5
Cc1cc(C)cc(-n2ncc3c(OCC(=O)N4CCCCC4)ncnc32)c1
 : 100, -0.5
COc1ccc(/C=C/C(=O)Nc2ccc(C)cc2C)cc1
 : 103, 0
CCC(Sc1ncc(S(=O)(=O)c2ccc(C)cc2)c(=O)[nH]1)C(=O)Nc1cc(C)ccc1C (configuration not stated)
 : 101, -1.1
CC(C)(C)n1ncc2c(=O)n(CC(=O)c3ccc(Cl)cc3)cnc21
 : 100, -0.4
CC(C)Cn1c(=O)c2sccc2n2c(CCCC(=O)NC3CCCCCC3)nnc12
 : 106, 0.6
O=C(CSc1ncc(-c2ccccc2)[nH]1)Nc1cccc(O)c1
 : 101, -0.1
CC12CC3CC(C)(C1)CC(C(=O)N1CCCC1)(C3)C2
 : 104, 0.8

Bioassay records from PubChem.

An excerpt. The share of hits here may be higher or lower than overall.
